# Compound activity as filed in PubChem.
# SR-BI DiI inh: blocks mouse SR-BI lipid uptake from DiI-HDL; Q61009; ldlA[mSR-BI] CHO cells, DiI-HDL uptake fluorescence, 3 h; inhibition, % at 12.5 µM; 320,000 tested, 0.96% active;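 active = mean replicate inhibition of at least 70% and a set share of replicates each scoring 70 or more; inconclusive = meets just one of the two criteria; inactive = fails both criteria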;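 note: 0% = median of neutral control wells and 100% = median of positive control wells; values of inactives mirror those of a sister screen read the other way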
# Target sequence (Q61009 whole entry, looked up): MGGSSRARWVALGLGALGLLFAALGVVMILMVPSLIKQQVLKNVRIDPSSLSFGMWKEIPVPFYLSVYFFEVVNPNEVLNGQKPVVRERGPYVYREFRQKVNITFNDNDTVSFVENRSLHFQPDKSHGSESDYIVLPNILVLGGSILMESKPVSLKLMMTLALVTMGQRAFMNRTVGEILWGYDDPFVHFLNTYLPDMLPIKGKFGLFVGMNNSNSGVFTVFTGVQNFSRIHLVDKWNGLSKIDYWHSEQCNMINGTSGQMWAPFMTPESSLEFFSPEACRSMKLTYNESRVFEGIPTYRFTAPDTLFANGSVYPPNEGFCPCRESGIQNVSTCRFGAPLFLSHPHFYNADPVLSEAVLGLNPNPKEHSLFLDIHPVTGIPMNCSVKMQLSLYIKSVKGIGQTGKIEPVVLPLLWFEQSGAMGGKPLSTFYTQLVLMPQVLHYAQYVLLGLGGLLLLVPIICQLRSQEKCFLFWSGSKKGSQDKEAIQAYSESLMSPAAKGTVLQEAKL
# NSD2 inh: NSD2 (human) methyltransferase inhibition; O96028; NSD2 peptide methylation, AlphaScreen, 120 min; inhibition, % at 12.5 µM; 310,000 tested, 0.54% active; AID 743445; in the data active = inhibition above about 50%
# CAL PDZ FP-1: human CAL PDZ-peptide interaction inhibition. purified CAL PDZ, TMR-peptide fluorescence polarization, 1 h. inhibition, % at 20 µM. 330,000 tested, 0.02% active. AID 504414;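 active = highest replicate inhibition of at least 40%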;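 note: plate controls were DMSO neutral control wells for no effect and unlabeled competitor peptide control wells for full effect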
#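 System: tagged CAL PDZ domain. Schedule: 1 h room-temperature incubation prior to read. Signal: fluorescence polarization (mP). Measure: percent inhibition from loss of millipolarization.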
# dFosB act: enhances mouse delta FosB homodimer DNA binding | P13346 | purified delta FosB, TAMRA-CDK5 oligo fluorescence polarization; percent of positive-control signal above neutral wells | activation, % at 25 µM | 340,000 tested, 0.99% active | AID 493131;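 active = mean activation above about 17%, with every replicate also reaching it, limit read from the data, passing the limit was not always enough; inconclusive = only one of the two conditions met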;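 note: fluorescence polarization rise as delta FosB binds a TAMRA Cdk5 AP-1 oligo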
# Target sequence (P13346 whole entry, looked up): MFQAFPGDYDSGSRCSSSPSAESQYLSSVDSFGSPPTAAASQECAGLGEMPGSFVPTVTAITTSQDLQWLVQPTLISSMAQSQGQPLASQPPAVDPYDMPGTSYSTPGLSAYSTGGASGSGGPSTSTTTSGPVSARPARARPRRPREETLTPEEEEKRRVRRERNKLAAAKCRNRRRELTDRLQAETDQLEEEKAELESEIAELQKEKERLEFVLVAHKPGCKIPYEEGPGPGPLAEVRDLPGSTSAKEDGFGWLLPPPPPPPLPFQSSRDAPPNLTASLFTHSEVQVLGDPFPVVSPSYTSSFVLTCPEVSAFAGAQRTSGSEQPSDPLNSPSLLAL
# PfHsp90 set2: reduces growth (ATP signal) of yeast expressing P. falciparum Hsp90; S. cerevisiae expressing PfHsp90, BacTiter-Glo ATP, 48 h; yeast lacking PDR1 and PDR3 efflux regulators; inhibition, % at 9.4 µM; 310,000 tested, 0.32% active; AID 504621;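 active = every replicate shows inhibition above about 80%, whatever the replicate mean, limit read from the data; inconclusive = mean inhibition reaches the set limit but some replicate falls short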;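 note: 0% = DMSO neutral controls and 100% = 20 µM radicicol positive controls; yeast relying on Plasmodium falciparum Hsp90 in place of its own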
# CAL PDZ FP-2: CAL PDZ (human) peptide binding inhibition; Q9HD26; 300,000 tested, 0.92% active; inhibition, % at 24.9 µM; AID 602252; purified CAL PDZ, TMR-peptide fluorescence polarization, 1 h;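 active = mean inhibition of at least 30% with at least half of replicates also reaching 30%; inconclusive = no clear call, values can overlap the other calls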;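 note: 0% = DMSO neutral control and 100% = excess unlabeled competitor peptide PRC23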
# PvdQ inh: P. aeruginosa PvdQ acylase inhibition; purified PvdQ acylase, fluorescence plate reader; inhibition, % at 10 µM; 340,000 tested, 0.063% active; AID 488965; in the data active = inhibition above about 30%, passing the limit was not always enough; inconclusive = no clear call, values can overlap the other calls;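 note: 0% = vehicle neutral wells and 100% = reference inhibitor wells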
# MITF act: activators of MITF-driven TRPM1 promoter activity in SK-MEL-5 cells. SK-MEL-5 TRPM1-promoter luciferase, 24 h; % of positive control, neutral wells = 0. 300,000 tested, 0.75% active. activation, % at 12.5 µM;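 active = mean activation of at least 80% with every replicate also reaching 80%; inconclusive = mean reaches 80% but some replicate falls short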;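 note: 0% = neutral control wells and 100% = parthenolide positive control wells; values of inactives mirror those of a sister screen read the other way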
# Rtt109 HAT inh: inhibitors of Candida albicans Rtt109/Vps75 histone acetyltransferase; Q5AAJ8; purified Rtt109/Vps75, ThioGlo CoA-SH fluorescence, 4 h; inhibition, % at 34.9 µM; 330,000 tested, 0.16% active;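 active = inhibition of at least 50% in every replicate; inconclusive = best replicate reaches 50% inhibition but some replicates fall short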
# SR-BI DiI-HDL act: SR-BI HDL lipid transfer activation; CHO ldlA[mSR-BI] cells, DiI-HDL uptake fluorescence, 3 h; 100 = double the neutral-control signal; activation, % at 12.5 µM; 320,000 tested, 0.096% active;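 active = mean replicate activation of at least 60% and every replicate at or above 60%; inconclusive = mean or all-replicate condition met, but not both; inactive = mean below 60% and not all replicates reaching 60%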;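 note: 0% = median plate neutral-control signal and 100% = twice that signal; values of inactives mirror those of a sister screen read the other way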
#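 Test system: SR-BI-overexpressing, LDLR-lacking CHO cells. Measured by: DiI fluorescence, bottom read. Medium: Ham's F12 with 0.5% BSA, HEPES 25 mM, pH 7.4. Timing: 3 h uptake period with compound, 37 °C.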
# An asterisk follows results filed as active; ? = inconclusive; / = not tested or not shown.
no.	PvdQ inh	CAL PDZ FP-1	CAL PDZ FP-2	SR-BI DiI inh	PfHsp90 set2	dFosB act	SR-BI DiI-HDL act	Rtt109 HAT inh	NSD2 inh	MITF act	molecule
1	-8	-1.6	-1	-10	-49	-4	10	-1	-3	7	Cn1c(=O)[nH]c(=O)c2c1nc(N1CCOCC1)n2CCSc1nnnn1-c1ccccc1
2	4	0.2	-1	/	-2	1	/	-11	9	-9	CCc1sc(N(C(=O)Cc2ccccc2)c2ccccc2)nc1-c1ccccc1
3	-8	-3.4	-2	-10	7	8	10	-10	0	4	Cc1cccc2cc(/C=N/NC(=O)c3ccccc3O)c(Cl)nc12
4	-15	-0.3	1	/	-3	-10	/	-8	4	/	Cc1ccc(C)n1-c1ccc(N2CCOCC2)c([N+](=O)[O-])c1
5	5	-0.2	-4	-13	/	-7	13	-7	/	8	COC(=O)C1=C(C)N(Cc2ccccc2)C(=NCc2cc(OC)c(OC)c(OC)c2)N[C@H]1c1cccc(F)c1
6	-11	-2.4	1	/	-11	-3	/	-2	-2	0	CCCS(=O)(=O)N1CCN(C2Cc3ccccc3C2)CC1
7	-10	-0.3	/	-28	/	3	28	-13	-1	-2	COc1ccc(OC)c(N(CC(=O)NCc2ccncc2)S(C)(=O)=O)c1
8	-4	-1.2	-3	37	-3	0	-37	1	/	-4	Cc1ccc(OCC(=O)N2CCN(C(=O)CCC3CCCC3)CC2)cc1
9	3	0.0	-5	-4	18	-5	4	5	-1	-5	Cc1ccc2nc(N(CCCN(C)C)C(=O)CS(=O)(=O)c3ccccc3)sc2c1
10	-6	-2.8	-3	21	/	-3	-21	/	0	/	CC1CCN(C(=O)Cn2nc(C(F)(F)F)c3c2CCCC3)CC1
11	-11	0.0	/	-10	25	-7	10	-5	/	-4	CCC1(CC)N([O-])C(C)=C(c2ccccc2)[N+]1=O
12	-13	-1.3	46*	12	12	4	-12	2	-1	5	COc1ncnc2c1N[C@@](C)(O)c1c(F)c(F)c(F)c(F)c1S2
13	-17	-1.4	-8	4	-18	5	-4	-18	-1	-5	CCC1C2CN(C(C)=O)CC=C2C(C#N)=C(N)C1(C#N)C#N (configuration not stated)
14	1	-2.9	3	-6	5	-8	6	-3	0	4	COC(=O)c1ccc(Cc2ccc(C(=O)OC)o2)o1
15	-7	0.1	/	-12	18	-9	/	9	-3	5	O=S(=O)(NCCC1=CCCCC1)c1ccc(Br)cc1
16	0	-2.2	-4	-1	-1	-10	1	-7	-1	11	COCC(=O)N1CCC(Oc2ccc(C(=O)N3CCCCCCC3)cc2)CC1
17	0	-0.2	-4	-30	17	0	30	9	0	/	Cc1ccc2c(=O)cc(C(F)F)oc2c1
18	-9	/	0	-28	1	-11	28	-5	0	8	CCOC(=O)C1CCCN(Cc2ccc(OC)c(OCc3ccccc3)c2)C1 (configuration not stated)
19	-10	0.1	-1	2	1	-6	-2	-7	0	-13	O=CN1CCN(C(=O)c2ccc(Br)o2)CC1
20	3	-2.6	1	-5	3	-1	5	5	3	-10	CC12CCC(C(=O)N(NC(=O)c3ccccc3Cl)C1=O)C2(C)C (configuration not stated)
21	-1	-4.3	-3	61	-16	-8	-61	/	-2	-6	O=C(Nc1cccc(NC(=O)c2c(F)cccc2F)n1)c1c(F)cccc1F
22	-3	-0.6	1	10	-7	-9	-10	0	2	-1	O=C(c1ccc(Cl)c(S(=O)(=O)N2CCOCC2)c1)N1CCN(c2ccccc2)CC1
23	4	-0.2	-2	53	1	-7	-53	3	-1	-29	Cc1cc(NC(=O)CSc2nc(-c3ccco3)cc(C(F)(F)F)n2)n(-c2ccccc2)n1
24	-12	-0.4	-1	-26	10	-1	26	-2	2	5	CN(c1ccc(C(=O)NCCc2ccccc2)cc1)S(C)(=O)=O
25	-3	-2.3	-1	-27	-3	1	27	1	14	4	CC(C)NCC(O)COCCOc1ccc(Br)cc1 (configuration not stated)
26	-12	-0.5	-1	25	-11	-6	-25	-1	1	-10	Cc1cccc(NC(=O)CC2SC(=NC3CCCCC3)NC2=O)c1 (configuration not stated)
27	-3	-1.5	/	5	0	-13	-5	11	2	23	C=CCn1c(COc2ccc3c(c2)CCCC3)nnc1SCC(=O)Nc1cccc(SC)c1
28	5	0.3	0	-8	3	-10	8	-2	-1	8	CCOC(=O)CNc1ccc2c(c1)OCO2
29	-23	-0.3	2	5	-7	16	-5	0	-2	-14	CCn1c(O)c(C=C2N=c3ccccc3=N2)sc1=S
30	-8	-2.5	-3	2	/	-5	-2	-8	-1	-1	COc1ccc(C(=O)N2CCOC2CNC(=O)C(=O)NCc2ccc(F)cc2)cc1 (configuration not stated)
31	-12	-2.8	-2	-18	-35	-6	18	-9	/	-1	CCc1nc(SCC(=O)Nc2nnc(CC)s2)c2c(C)c(C)sc2n1
32	-18	-1.1	5	11	19	-5	-11	11	-1	4	Cc1ccc(N(C(=O)c2snc(C(N)=O)c2N)C(C(=O)NC2CCCC2)c2ccncc2)cc1 (configuration not stated)
33	-14	0.1	-4	-13	-4	-5	13	-12	/	3	CC(=O)n1cc([C@@H]2C=C(C(=O)O)O[C@H](OCc3ccc(CO)cc3)C2)c2ccccc21
34	-17	0.2	-3	-10	-5	-4	10	-7	6	4	Cc1cc2c(o1)CC(C)(C)CC2=O
35	-20	-1.6	-1	1	-95	-15	-1	-1	-3	4	O=C(COC(=O)CCCOc1ccc(Cl)cc1Cl)NCc1ccccc1
36	-3	-1.2	0	38	-41	4	-38	3	29	18	COc1ccccc1-n1cnc2c(c1=O)c1nc3ccccc3nc1n2CCc1ccccc1
37	-14	-0.2	/	-8	14	-3	8	-8	-4	/	COc1ccc(C(=O)CSc2ncnc3nc[nH]c23)cc1
38	6	-0.1	-5	-1	2	-15	1	-1	12	-7	COc1ccc(CC(=O)Nc2cccc(C(C)=O)c2)cc1S(=O)(=O)N1CCOCC1
39	-9	-2.3	2	-11	9	-2	11	-3	0	-11	CCOc1ccc(OCC)c(S(=O)(=O)n2cc(C)nc2CC)c1
40	-11	-0.4	/	-12	-21	3	12	5	3	0	C/C(CCc1ccc2c(c1)OCO2)=N\N=C1\NC(=O)CC(C(=O)Nc2ccccc2)S1 (configuration not stated)

# Only CAL PDZ FP-2 and dFosB act, for six of the compounds above:
cpd | molecule | CAL PDZ FP-2 | dFosB act
32 | Cc1ccc(N(C(=O)c2snc(C(N)=O)c2N)C(C(=O)NC2CCCC2)c2ccncc2)cc1 (configuration not stated) | 5 | -5
24 | CN(c1ccc(C(=O)NCCc2ccccc2)cc1)S(C)(=O)=O | -1 | -1
29 | CCn1c(O)c(C=C2N=c3ccccc3=N2)sc1=S | 2 | 16
35 | O=C(COC(=O)CCCOc1ccc(Cl)cc1Cl)NCc1ccccc1 | -1 | -15
21 | O=C(Nc1cccc(NC(=O)c2c(F)cccc2F)n1)c1c(F)cccc1F | -3 | -8
37 | COc1ccc(C(=O)CSc2ncnc3nc[nH]c23)cc1 | / | -3

# Next compounds.
no.	PvdQ inh	CAL PDZ FP-1	CAL PDZ FP-2	SR-BI DiI inh	PfHsp90 set2	dFosB act	SR-BI DiI-HDL act	Rtt109 HAT inh	NSD2 inh	MITF act	molecule
41	-3	-2.7	1	5	14	2	-5	-6	-1	3	O=C(CN1C(=O)c2cccc3cccc1c23)Nc1ccc2c(c1)OCO2
42	-7	-0.4	-6	5	/	-5	-5	5	0	5	CC(=O)Nc1ccc(S(=O)(=O)NCCC(=O)OCCN2C(=O)c3ccccc3C2=O)cc1
43	-6	-1.4	/	26	-17	-6	-26	4	0	-13	O=C(Nc1nc2ccccc2s1)c1ccccc1
44	3	-4.7	/	-36	26	-23	36	-5	13	-7	COc1ccc(-c2nc3c(c(SCC(=O)Nc4cccc(O)c4)n2)Cc2c(CO)cnc(C)c2O3)cc1
45	9	/	-2	-36	/	-2	36	-4	0	/	CCN1C(=O)C2C(c3cccc(F)c3)NC(C)(C(=O)OC)C2C1=O (configuration not stated)
46	-1	-0.1	0	-61	2	6	?	-5	/	4	COC(=O)[C@@]12CCCCN1[C@H](c1ccc(-c3ccc(C(C)=O)cc3)c(OC)c1)[C@@H]1C(=O)N(C)C(=O)[C@@H]12
47	4	-1.9	-4	57	-15	5	-57	/	2	-1	CCOC(=O)c1cc2c(nc1C)-c1cc(Cl)cc(Cl)c1OC2O (configuration not stated)
48	-7	-1.6	-7	6	-1	3	-6	-7	5	68	O=c1c2cc(-c3ccccc3)sc2ncn1/N=C/c1ccco1
49	1	-0.1	/	-33	2	-4	33	7	/	-3	CCC(=O)NCCc1cc2ccc(C)cc2[nH]c1=O
50	-14	-1.0	/	-16	-8	6	16	-2	/	-1	CCCCC(CC)C(=O)NCc1ccc(F)cc1 (configuration not stated)
51	9	-1.3	10	-8	-15	-11	8	8	0	5	C=CCOc1ccc(/C=C/C(=O)OCC(=O)NC(C)c2ccc(F)cc2)cc1 (configuration not stated)
52	-3	-2.4	-2	18	18	-4	-18	/	/	19	CCOc1cc(C(=S)N2CCC(O)CC2)ccc1OS(=O)(=O)c1ccc(Br)cc1
53	0	-1.7	8	/	-22	6	/	16	-1	6	CCC1Oc2ccccc2N(CC(=O)NCC2CCCO2)C1=O (configuration not stated)
54	-10	0.3	/	18	-5	-5	-18	0	-2	-10	COc1ccc(C(=O)OCC(=O)N2CC(=O)Nc3ccccc32)cc1Br

# Laid out differently: two of the compounds above
# Sequence of screens – PvdQ inh	CAL PDZ FP-1	CAL PDZ FP-2	SR-BI DiI inh	PfHsp90 set2	dFosB act	SR-BI DiI-HDL act	Rtt109 HAT inh	NSD2 inh	MITF act
45) CCN1C(=O)C2C(c3cccc(F)c3)NC(C)(C(=O)OC)C2C1=O (configuration not stated)
→ 9	/	-2	-36	/	-2	36	-4	0	/
46) COC(=O)[C@@]12CCCCN1[C@H](c1ccc(-c3ccc(C(C)=O)cc3)c(OC)c1)[C@@H]1C(=O)N(C)C(=O)[C@@H]12
→ -1	-0.1	0	-61	2	6	?	-5	/	4
